# High-throughput results as filed in PubChem BioAssay.
# QS inhibitor = S. aureus quorum sensing inhibition | S. aureus RN6390 RNAIII-GFP reporter, AIP-induced, flow cytometry 3 h | hit rate 0.3% among 24,000 | inhibition, % at 2 µM | AID 527;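 active = share of bacteria positive for the green fluorescent reporter and its mean brightness both inhibited by 50% or more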;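 note: 0% = AIP-stimulated control and 100% = unstimulated bacteria without AIP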
# QS inhibitor GFP MFI % = also measured in QS inhibitor; calls as there; inhibition, %; measured here: inhibition of GFP MFI
# The depositor's hits bear a star. Some of the compounds tested (hit frequency here may not be typical).
QS inhibitor | QS inhibitor GFP MFI % | compound
0 | 4 | Cc1cc(Nc2ccc(C)c(Br)c2)n2nc(C)nc2n1
-1 | -55 | CCOC(=O)Cc1nnc(NC(=O)CSc2nnc3c4ccccc4n(C(C)C)c3n2)s1
-1 | -8 | CCN(CC)CCNC(=O)c1cc2c(-c3ccc(Cl)cc3)nn(C)c2s1
1 | 12 | O=C(CN1C(=O)c2cccc3cccc1c23)Nc1ccccc1C(=O)NCc1ccco1
3 | 8 | Cc1[nH]nc(-c2ccc(O)c(C)c2O)c1-c1cnn(-c2ccccc2)c1
0 | 4 | CC(=O)N1CCN(S(=O)(=O)c2ccc(S(=O)(=O)NC3CC3)cc2)CC1
0 | 2 | COc1ccc(OCCOC(=O)c2cccc(-n3cnnn3)c2)cc1
0 | -1 | Cn1c(=O)c(=O)n(C)c2cc(S(=O)(=O)N3CCCCCC3)ccc21
0 | -6 | Cc1cc(OCC(=O)N2CCCC2)cc(C)c1Cl
6 | 19 | Cc1cccc(C)c1-n1nnnc1SCSc1nnnn1-c1c(C)cccc1C
-2 | -12 | COc1ccccc1-c1nnc(Nc2nc3c(OC)cccc3s2)o1
3 | 16 | COc1ccc(NC(=O)CSc2nc3c(c(=O)n2-c2ccccc2)SCC3)c(OC)c1
0 | -1 | O=C(O)c1ccc(COc2ccc3c4c(c(=O)oc3c2)CCC4)o1
-2 | -1 | CCOCCCNC(=O)c1ccc2c(c1)ncn2C1CCCC1
-2 | -8 | Cc1cccc(C2CC(c3ccc(Cl)cc3)Nc3nc(N)nn32)c1 (stereo unspecified)
0 | 2 | O=C(CCS(=O)(=O)c1cccc2nonc12)Nc1cccc2c1CCCC2
-4 | -10 | O=C(C1CCN(S(=O)(=O)N2CCOCC2)CC1)N1CCc2ccccc21
-1 | -5 | CC(C)(C)C1CCc2[nH]nc(C(=O)O)c2C1 (stereo unspecified)
0 | 8 | O=C(O)CCc1ccc(-c2cccs2)n1NC(=O)c1ccco1
0 | 1 | CCN(CC)S(=O)(=O)c1ccc(F)c(C(=O)NCCCN2CCOCC2)c1
-1 | 10 | COc1ccc(N(C(=O)COc2ccccc2)C2C=CS(=O)(=O)C2)c(OC)c1 (stereo unspecified)
2 | 21 | CCCCOc1ccc(-c2nnn(CC(=O)NCc3ccco3)n2)cc1
1 | 17 | O=C(Nc1ccc2c(c1)OCO2)c1cc2ncc(Br)cn2n1
-3 | -9 | COC(=O)C1=C(C)Nc2nc(-c3ccccc3)nn2C1c1ccc(C)o1 (stereo unspecified)
-4 | -8 | Cc1ccc(C(=O)N(CN2CCCC2=O)c2ccc(F)cc2)cc1C

# Next section:
QS inhibitor | QS inhibitor GFP MFI % | compound
3 | -1 | Cc1ccc(C)c2[nH]c(=O)c(CCNC(=O)c3ccc4c(c3)OCO4)cc12
-1 | -1 | COCCCNC(=O)c1ccc(CS(=O)(=O)c2ccc(OC)cc2)o1
0 | 13 | CCC(=O)N1CCc2cc(Br)cc(S(=O)(=O)CCC(=O)NCc3ccco3)c21
-3 | -47 | Cc1ccc(NC(=O)c2ccco2)c(NC(=O)CN2C(=O)c3ccccc3C2=O)c1
-2 | -4 | Fc1cccc(-c2cc3nc4c(c(N5CCN(c6cnccn6)CC5)n3n2)CCCC4)c1
0 | 5 | CS(=O)(=O)NCc1nnc(SCC(=O)NC2CCCCC2)n1-c1ccc(F)cc1
-2 | -6 | O=C1c2cccnc2C(=O)N1CO
1 | -22 | CCCC(=O)Nc1cc(C)c2c(=O)oc3ccccc3c2n1
-2 | -6 | CCC(C)NC(=O)CC(c1ccc(OC)cc1)n1cccc1 (stereo unspecified)
-4 | -18 | Cc1noc(NS(=O)(=O)c2ccc(NC(=O)CSc3nc4c(cc3C#N)CCCC4)cc2)c1C
-10 | -27 | O=C(c1ccccc1)N1CCN(c2ccc(NCc3ccc4c(c3)OCO4)cc2)CC1
3 | 11 | O=C(NCCc1ccccc1)c1noc2c1CCc1ccccc1-2
-2 | -13 | CN(CC(=O)N1CC=C(c2ccccc2)CC1)S(=O)(=O)c1cnc[nH]1
-1 | -4 | COc1ccccc1-c1cc(C(F)(F)F)nc(N2CCN(c3ccc(F)cc3)CC2)n1
-4 | -24 | N#CC1=C(N)OC2=C(C(=O)CCC2)C1c1ccc(OC(=O)N2CCOCC2)cc1 (stereo unspecified)
-2 | 2 | CC12C=CC3(CN(Cc4ccccc4)C(=O)C3C1C(=O)NCc1ccco1)O2 (stereo unspecified)
-10 | -25 | CN(Cc1ccco1)C(=O)C(Cc1ccccc1)NS(=O)(=O)c1ccc2c(c1)CCC(=O)N2 (stereo unspecified)
-3 | -19 | CCSc1nnc(NC(=O)CSc2nnc(Cc3cccn3C)n2CCc2ccccc2)s1
-1 | -2 | CCCN(CCC)C(=O)CSc1nc2n[nH]c(C)c2c(=N)n1-c1ccc(OC)cc1
-2 | -11 | CC(C)c1ccc(O)c(NC(=O)c2cncc(Br)c2)c1
4 | 13 | COC(=O)Cn1nc(-c2ccccc2)c2ccccc21
6 | 12 | CCOC(=O)N1CCN(C(=O)CSCC(=O)N=c2sc3ccccc3n2C)CC1
0 | 1 | CCCCSc1nc(CCC)cc(=O)[nH]1
0 | 13 | Cc1nc2ncnn2c(C)c1CCC(=O)N1CCc2ccccc21
-2 | -6 | COC(=O)CSCc1nc2ccccc2[nH]c1=O

# Later entries
QS inhibitor | QS inhibitor GFP MFI % | compound
0 | 7 | c1ccc(CCc2nc(-c3cccnc3)no2)cc1
-1 | -13 | CCC(C)OC(=O)n1ccc(C(=O)Nc2nccs2)n1 (stereo unspecified)
1 | 14 | Cc1ccc(NC(=O)C2CCCN2S(=O)(=O)c2ccc3c(c2)CCC(=O)N3)cc1Cl (stereo unspecified)
-1 | -14 | CCCn1c(O)c(CN2CCCC(C)C2)c(C)c(C#N)c1=O (stereo unspecified)
-2 | -38 | O=C(C1CCC1)N1CCc2cc(S(=O)(=O)N3CCCCC3)ccc21
84* | 92* | Cc1ccc(C)c2[nH]c(=O)c(CN(CCN3CCCC3)C(=O)Nc3cccc(Cl)c3)cc12
1 | 10 | COc1ccc(CCNC(=O)C2CCCCC2C(=O)O)cc1OC (stereo unspecified)
-2 | -6 | COc1ccc(Cn2c(=O)[nH]c3cc(C(=O)NCCCN4CCCC4=O)ccc3c2=O)cc1
2 | 12 | COc1ccc(CNC(=O)C2CCN(S(=O)(=O)N3CCOCC3)CC2)cc1
0 | -2 | NC(=O)c1c(NC(=O)CSc2nnc(Cc3ccccc3)n2Cc2ccco2)sc2c1CCC2
-1 | -8 | CC(=O)NC(CCS(C)(=O)=O)C(=O)Nc1c(F)cccc1F (stereo unspecified)
4 | 16 | CCOc1ccc(N(CC(=O)NCc2ccccc2)S(=O)(=O)c2c(C)noc2C)cc1
0 | 8 | COC(=O)c1cn(NC(=O)C2COc3ccccc3O2)c(=O)c2ccccc12 (stereo unspecified)
0 | -25 | COc1ccc2cc3cc(C(=O)NCc4ccc5c(c4)OCO5)oc3nc2c1
1 | 10 | N#CC1=C(N)Oc2n[nH]c(-c3ccc(F)cc3)c2C1c1ccncc1 (stereo unspecified)
-1 | -1 | CC1(C)CC(OC(=O)c2ccco2)CC(C)(C)N1O
-3 | 0 | CC1(C)CC(=O)C2=C(C1)Nc1ccccc1N=C2
-11 | -17 | CC1(C)C(=O)OC(c2cccs2)C(C)(C)C1=O (stereo unspecified)
0 | 2 | CCN1CCN(CCNC(=O)CS(=O)(=O)Cc2nc(-c3ccc(C)cc3)oc2C)CC1
2 | 9 | Cc1cc(C)n(Cc2cc(C)c(Cn3nc(C)cc3C)cc2C)n1
-3 | 0 | O=C(Nc1ccccc1)N1CCN(Cc2ccc3c(c2)OCO3)CC1
0 | 2 | COc1cc2c(cc1OC)C(COc1ccc(F)cc1)N(C(=O)c1ccco1)CC2 (stereo unspecified)
3 | 21 | CCOC(=O)CSc1nnc(CNC(=O)c2ccc(OC)cc2)n1C1CCCCC1
-3 | -6 | CCCn1c(=O)c2c(c3ccccc31)OCC(=O)N2
-7 | -19 | COc1ccc(N2CCN(C(=O)CCNS(=O)(=O)c3ccc4c(c3)CCC(=O)N4)CC2)cc1

# The results go on:
QS inhibitor | QS inhibitor GFP MFI % | compound
-5 | -2 | CCn1c(C(=O)N2CCCC(C(=O)NCCc3ccc(C)cc3)C2)cc2sccc21 (stereo unspecified)
1 | 5 | CC1CCN(CC(O)COC2CCC(C(C)(C)C)CC2)CC1 (stereo unspecified)
-1 | -1 | CCCCOC(=O)C1=C(C)NC2=C(C(=O)CCC2)C1c1cc(OC)ccc1OC (stereo unspecified)
-2 | -4 | CCc1nnc(NC(=O)COC(=O)CN2C(=O)c3ccccc3C2=O)s1
-3 | 1 | Cc1cc(O)c(C(C)C)cc1N=C1CSC(=O)N1
0 | 10 | O=C(CCn1c(=O)sc2ccccc21)NC1=NCCS1
-3 | -11 | CCCN1CC=C2C(C#N)=C(N)C(C#N)(C#N)C(c3cccc(OC)c3OC)C2C1 (stereo unspecified)
-3 | 0 | Cc1nc(-c2coc3cc(OCC(=O)O)ccc3c2=O)cs1
-4 | -11 | Cc1ccc(C(=O)Nc2ccc(Cl)cn2)cc1S(=O)(=O)N1CCOCC1
0 | 18 | Cc1cc(C(=O)CN2C(=O)c3ccccc3C2=O)c(C)n1Cc1cccs1
4 | 24 | FC(F)Oc1ccccc1C1CC(c2ccc(Br)s2)Nc2ncnn21 (stereo unspecified)
-1 | -11 | COc1ccc(C)c2sc(N3CCCC3)nc12
8 | 24 | COc1cccc(CNC(=O)Nc2cccs2)c1
-1 | 3 | Cc1cccc(C(=O)NCCN2CCN(c3ccccc3)CC2)c1
1 | -45 | Cc1ccc(Cn2nnc3c(=O)n(Cc4cc(C)ccc4C)cnc32)cc1
1 | 15 | O=C(O)CCc1nc2cccnc2n1Cc1ccccc1
-2 | -10 | COCCn1nnnc1C(c1ccc(OC)cc1)N1CCN(c2ccccc2F)CC1 (stereo unspecified)
6 | 9 | O=c1cc(N2CCN(Cc3ccccc3)CC2)[nH]c(=O)n1Cc1ccc(F)cc1
-3 | -5 | COc1ccc(N2C(=O)CSC2c2ccncc2)cc1 (stereo unspecified)
-4 | -20 | CC(=O)Nc1ccc(NC(=O)C2CCCN(c3nnc(-n4cccc4)s3)C2)cc1 (stereo unspecified)
0 | 28 | COc1ccc(CCNC(=O)c2nc3ncccn3n2)cc1OC
0 | 10 | Clc1ccccc1OCCCCn1ccnc1
4 | -4 | COCCNC(=O)CN1CCC(NC(=O)Nc2ccc(C(F)(F)F)cc2)CC1
0 | 1 | CCN1CCN(C(=O)c2nn(-c3ccc(OC)cc3)c(=O)c3c2c2ccccc2n3C)CC1
-11 | -13 | Cc1noc(C)c1S(=O)(=O)NC1CCN(Cc2ccccc2)CC1

# Structural class: those above containing a CF3 group
QS inhibitor | QS inhibitor GFP MFI % | compound
-1 | -4 | COc1ccccc1-c1cc(C(F)(F)F)nc(N2CCN(c3ccc(F)cc3)CC2)n1
4 | -4 | COCCNC(=O)CN1CCC(NC(=O)Nc2ccc(C(F)(F)F)cc2)CC1

# The results go on:
QS inhibitor | QS inhibitor GFP MFI % | compound
2 | 14 | COCCN1Cc2cccc(C(=O)Nc3cc(OC)ccc3OC)c2C1=O
-3 | -45 | COc1ccc(-c2c(C)nn3c(N4CCN(Cc5ccccc5)CC4)cc(C)nc23)cc1OC
-1 | 14 | CC(CC(=O)NCc1ccccc1)C1CCCO1 (stereo unspecified)
-2 | -1 | Cc1cc(C)c(S(=O)(=O)NCc2cn3c(C)csc3n2)cc1C
-3 | 0 | CCN(Cc1ccccc1)C(=O)Cn1cc2c(n1)CCCC2
-7 | -18 | O=C(NCCCN1CCCCCC1)c1ccc(N2CCCC2=O)cc1
2 | 4 | CCOC(=O)CN(Cc1ccccc1)S(=O)(=O)c1ccc(NC(C)=O)cc1
1 | 7 | CCn1c(=O)n(CC(=O)Nc2cc(OC)ccc2OC)c(=O)c2ccccc21
3 | 7 | COc1ccc(NC(C)=O)cc1NC(=O)CN1CCN(CC(=O)Nc2ccccc2Cl)CC1
2 | 25 | CC(C)CN(CCCNC(=O)CC1Oc2ccccc2NC1=O)CC(C)C (stereo unspecified)
-4 | -11 | CC(=O)c1cc2cc(O)ccc2o1
0 | 3 | O=S(=O)(NC1CCCCCC1)c1cccc2cccnc12
-2 | -22 | CC1(C)OC(C(N)=O)C(C(N)=O)O1 (stereo unspecified)
-3 | -20 | CCOc1ccc(C2CC(c3cccc(OC)c3)Nc3nc(N)nn32)cc1 (stereo unspecified)
-1 | 7 | COc1ccc2[nH]c(=O)c(CNC3CCCCC3)cc2c1
-2 | -23 | N#CCc1ccc(NS(=O)(=O)c2ccc(N3CCCC3=O)cc2)cc1

# Laid out differently: 5 of the compounds above
# Below each compound: QS inhibitor | QS inhibitor GFP MFI %
CCn1c(=O)n(CC(=O)Nc2cc(OC)ccc2OC)c(=O)c2ccccc21
  1 | 7
COc1ccc(-c2c(C)nn3c(N4CCN(Cc5ccccc5)CC4)cc(C)nc23)cc1OC
  -3 | -45
COCCN1Cc2cccc(C(=O)Nc3cc(OC)ccc3OC)c2C1=O
  2 | 14
CCOc1ccc(C2CC(c3cccc(OC)c3)Nc3nc(N)nn32)cc1 (stereo unspecified)
  -3 | -20
O=C(NCCCN1CCCCCC1)c1ccc(N2CCCC2=O)cc1
  -7 | -18

# Looked up one by one from the entries so far:
QS inhibitor | QS inhibitor GFP MFI % | compound
3 | 7 | COc1ccc(NC(C)=O)cc1NC(=O)CN1CCN(CC(=O)Nc2ccccc2Cl)CC1
-3 | -45 | COc1ccc(-c2c(C)nn3c(N4CCN(Cc5ccccc5)CC4)cc(C)nc23)cc1OC
2 | 25 | CC(C)CN(CCCNC(=O)CC1Oc2ccccc2NC1=O)CC(C)C (stereo unspecified)
-2 | -22 | CC1(C)OC(C(N)=O)C(C(N)=O)O1 (stereo unspecified)
2 | 4 | CCOC(=O)CN(Cc1ccccc1)S(=O)(=O)c1ccc(NC(C)=O)cc1
